ST2 inh: inhibitors of human ST2 (IL1RL1) binding to IL-33; Q01638; inhibition, % for hits at 17 µM; AlphaLISA ST2-Fc/biotin-IL-33 interaction, 1 h; AID 1259354; 78,000 tested, 2.3% active; in the data active = inhibition above about 30%; inconclusive = mostly about 10% to 28%
Target sequence (Q01638 whole entry, looked up): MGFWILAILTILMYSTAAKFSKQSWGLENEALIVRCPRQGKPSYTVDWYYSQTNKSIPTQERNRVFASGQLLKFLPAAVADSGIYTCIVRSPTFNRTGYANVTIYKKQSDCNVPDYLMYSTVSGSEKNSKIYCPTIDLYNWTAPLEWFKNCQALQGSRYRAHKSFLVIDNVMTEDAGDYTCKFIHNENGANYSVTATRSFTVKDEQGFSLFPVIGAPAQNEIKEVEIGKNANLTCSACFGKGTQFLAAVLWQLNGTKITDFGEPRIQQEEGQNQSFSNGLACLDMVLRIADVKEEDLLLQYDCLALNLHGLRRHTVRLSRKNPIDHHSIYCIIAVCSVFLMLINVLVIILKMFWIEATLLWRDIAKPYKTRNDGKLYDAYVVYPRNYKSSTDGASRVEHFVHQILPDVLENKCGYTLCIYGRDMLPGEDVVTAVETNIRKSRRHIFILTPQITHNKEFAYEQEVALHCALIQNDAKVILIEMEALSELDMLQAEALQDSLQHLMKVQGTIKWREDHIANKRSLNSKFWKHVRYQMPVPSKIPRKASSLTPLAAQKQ
* marks the source's active call; other numbers are inactive results; i = inactive; u = inconclusive.

SMILES | ST2 inh
Cc1cccc2ncc(C(=O)N[C@H]3C[C@H]4CN(C)CCN4C3)c(=O)n12 | i
Cc1cccc2[nH]c(CCNC(=O)c3ccccc3-c3ncc[nH]3)nc12 | u
Cc1ccc(-c2noc([C@@H]3C[C@@H](O)CN3CC3CCCCC3)n2)cc1F | i
CC1=C[C@@H](CNC(=O)c2ccccn2)[C@H](C(C)C)C[C@H]1CC(=O)O | i
Cc1ccc(N(CC(O)Cn2c3ccccc3c3ccccc32)S(C)(=O)=O)c(C)c1 (centres undefined) | i
Fc1ccc(CSc2nnnn2-c2ccccc2F)cc1 | i
O=C(O)c1cccc2c1NC(c1cccc(Br)c1)C1C3CCC(C3)C21 (centres undefined) | i
COc1ccccc1C(=O)Oc1ccc2c(=O)c(-c3ccccc3Cl)coc2c1 | i
CCOc1cccc(C2NC(=O)NC(C)=C2C(=O)OCCOC)c1 (centres undefined) | i
CCc1c(C(=O)NC[C@H]2CCCO2)[nH]c2ccccc12 | i
CCCc1ncn(Cc2nc(-c3sccc3C)oc2C)n1 | i
CC(C)(C)n1nc2c(c1NC(=O)c1ccco1)CS(=O)C2 (centres undefined) | u
Cc1c(Cl)cccc1NC(=O)CSCc1ccc([N+](=O)[O-])cc1 | i
CC(=O)N1CCc2c(sc(NC(=O)c3ccc(OC(C)C)cc3)c2-c2nc3ccccc3s2)C1 | i
CCC(C)N(Cc1ccncc1)Cc1cc(C)nn1C (centres undefined) | i
CCSc1nnc2c(n1)OC(c1sccc1C)N(C(C)=O)c1ccccc1-2 (centres undefined) | i
COc1ccc(CNC(=O)CC[C@H]2CNC(=O)[C@@H]3[C@@H](CCN3Cc3ccc(F)cc3)N2C)cc1 | i
CCOC(=O)N1CCN(Cc2nc(-c3cc4c(cc3Cl)OCO4)oc2C)CC1 | u
CC1CN(c2ccc(Br)cc2)NC1=O (centres undefined) | i
COCCCn1c(SCC(=O)Nc2cc(C)[nH]n2)nc2c(sc3ccccc32)c1=O | i

Random excerpt: two records from the list
SMILES | ST2 inh
CC1CN(c2ccc(Br)cc2)NC1=O (centres undefined) | i
O=C(O)c1cccc2c1NC(c1cccc(Br)c1)C1C3CCC(C3)C21 (centres undefined) | i

Going on with the list:
SMILES | ST2 inh
O=[N+]([O-])c1ccc(N2CCN(S(=O)(=O)c3ccccc3)CC2)cc1NCC1CCCO1 (centres undefined) | i
COc1ccc(C2=NN(C(=O)c3cccs3)C(c3ccccc3Cl)C2)cc1OC (centres undefined) | u
CC1(C)CC(=O)C2=C(C1)Nc1ccccc1N(C(=O)Cc1ccccc1)C2c1cccnc1 (centres undefined) | u
Cc1ccc(C)c(N(CC(=O)N2CCOCC2)S(C)(=O)=O)c1 | i
COc1ccc(N(C(=O)c2ccc(Br)cc2)C2C=CS(=O)(=O)C2)cc1 (centres undefined) | i
CCC(C(=O)NCCN(CC)c1ccccc1)N1C(=O)COc2ccccc21 (centres undefined) | u
O=S(=O)(O)c1ccc(O)c2ncccc12 | i
O=C(NC1CCCCC1)C1c2ccccc2C(=O)N1Cc1ccc2c(c1)OCO2 (centres undefined) | i
CSc1nnc2c(n1)OC(c1cccc(F)c1)N(C(C)=O)c1ccccc1-2 (centres undefined) | i
Cc1c(C(=O)NC(=O)NCCC(C)C)c(Cl)nc(Cl)c1[N+](=O)[O-] | u
CC(=O)Nc1ccc(Cl)c(NC(=O)c2ccco2)c1 | i
COc1cc(C)nc(NCc2ccccc2)n1 | i
Cc1cc(N(C)C)nc(Nc2ccc(NC(=O)CC(C)C)cc2)n1 | u
CCOc1ccc(NC(=O)c2cc3c(=O)n4ccccc4nc3n2C)cc1 | u
O=C(O)[C@H]1C[C@H](C(=O)NC2CC2)CN(Cc2cccc(C(F)(F)F)c2)C1 | i
O=C1CCCC2=C1C(c1ccccc1OCc1ccc(C(=O)O)cc1)C1=C(CCCC1=O)O2 | i
CCOc1ccc(N2C(=O)Nc3ccc(Br)cc3C2(O)C(=O)NC2CC2)cc1 (centres undefined) | i
Cc1cccc(NC(=O)CCSc2ccc(Cl)cc2)c1 | i
COc1ccc2c(c1)CC(NCC1CCN(C(=O)C(C)C)CC1)CC2 (centres undefined) | i
O=c1[nH]cccc1-c1ccc2c(c1)OCCO2 | u
Cc1cc(C)nc(Oc2ccc(Br)cc2Br)n1 | i
CN1CSC2=C(C#N)C(c3ccccc3Cl)CC(=O)N2C1 (centres undefined) | u
CCc1c(-c2ccccc2)nc2ccccc2c1C(=O)N1CCCC1 | i
CC(C)c1ccc(NC(=O)O[C@@H]2CO[C@H]3[C@@H]2OC[C@@H]3NC(=O)c2ccccc2)cc1 | i
CCOc1ccc(S(=O)(=O)Nc2cccc(Cl)c2)c2cccnc12 | i
Cn1c(=O)c2c(nc(Oc3ccc4c(c3)OCO4)n2Cc2ccc(Cl)cc2)n(C)c1=O | i
Cc1cccc(N(S(=O)(=O)c2ccc(F)cc2)S(=O)(=O)c2ccc(F)cc2)n1 | u
O=S(=O)(c1ccc(F)cc1)n1c(Cc2ccccc2)nc2ccccc21 | i
COc1cccc(CC2CN(C(=O)CCc3cnccn3)CCO2)c1 (centres undefined) | i
CN1CCN(C(=O)c2ccc3c(c2)nnn3C)CC1=O | i
Cc1ccc(CNC(=O)c2oc3ccc(S(=O)(=O)N4CCCC4)cc3c2C)cc1 | i
CC(C)(CO)CNC(=O)CC(c1ccccc1)c1ccc(F)cc1 (centres undefined) | u
CC(C)SCC(=O)Nc1nc(CC(=O)O)cs1 | i
C[C@@H]1[C@H]2[C@H](O[C@@H]3O[C@H](CO)[C@@H](O)[C@H](O)[C@H]3O)OC=C(C(=O)O)[C@H]2C[C@@H]1O | u
O=[N+]([O-])c1cc(Nc2ccccc2)c(C=Nc2ccccc2)c([N+](=O)[O-])c1 | 66%*
Cc1cccc2cc(C(=O)N3CCOC(c4ccc(Cl)cc4)C3)oc12 (centres undefined) | i
COC(=O)c1c(C)oc2ccc(OC(=O)c3ccco3)cc12 | i
Cc1c(CN(C)C2CCC3(CCNCC3)CC2)cnn1C | i
CCC(C)C1N=C2c3ccccc3N=C(SCC(=O)Nc3ccc(OC)cc3OC)N2C1=O (centres undefined) | i
O=C(c1ccc(-n2cnnc2)cc1Cl)N1CCCC2(CCNC2)C1 (centres undefined) | i
CC(Nc1nc2nonc2nc1N1CCCC1)c1ccccc1 (centres undefined) | i
Cn1c(=O)cc(SCC(=O)NCCN2CCc3ccccc3C2)c2ccccc21 | i
COc1ccccc1C1SCCN1C(=O)c1cc2ccccc2oc1=O (centres undefined) | i
CCc1ccc(Nc2nnc(Cc3ccccc3)c(=O)[nH]2)cc1 | i
CN(C)C(=O)C12CC3(C)CC(C)(CC(C)(C3)C1)C2 | i
Cc1nnsc1CNc1nc(-c2cccnc2)nc2c1cnn2C | i
Cc1cccc(CN2C(=O)CSc3ccccc32)c1 | u
Cc1cccc(C(=O)N(CCN(C)C)Cc2ccsc2)c1 | i
COc1ccc(-c2nc(N3CCCCC3)nc3n[nH]c(N)c23)cc1 | i
Cc1ccc(C2(O)CCN(Cc3ccc(-c4ccccc4Cl)o3)CC2)nc1 | i
CN(C(=O)c1cc2c(=O)n3ccccc3nc2n1C)C1CCCCC1 | u
Cc1ccc(S(=O)(=O)N=C2CN(C)C(=O)N2C)cc1 | i
COc1cc(C)ccc1S(=O)(=O)N1CCc2nc(C)n(C)c(=O)c2CC1 | i
CC1CCC(NC(=O)C2(C)CCC(=O)N2CCc2ccc(Cl)cc2)CC1 (centres undefined) | i
CC(NC(=O)c1cc(COc2c(F)cccc2F)on1)c1ccccc1Cl (centres undefined) | u
CCN1CCN(Cc2nc3c(c(=O)[nH]c(=O)n3C)n2Cc2ccccc2Cl)CC1 | i
CC1=C(C(=O)OC2OC(COC3OC(CO)C(O)C(O)C3O)C(O)C(O)C2O)C(C)(C)CCC1 (centres undefined) | i
C=CCN(CC#Cc1ccccc1)Cc1cnc(C)[nH]1 | u
CCc1cccc(NC(=O)Nc2ccccc2)c1 | i
COc1cc2c(=O)n(Cc3ccc(C(=O)NCc4ccco4)cc3)c(=O)n(CC(N)=O)c2cc1OC | i

New compounds follow:
SMILES | ST2 inh
O=C(O)c1[nH]c2ccccc2c1CC(=O)N1CCN(c2cccc(Cl)c2)CC1 | i
Cc1cnc(NCCNC(=O)c2cccnc2)nc1N(C)C | i
CC(=O)c1cccc(NC(=O)C2CCC2)c1 | u
CCCc1ccc(Oc2c(-c3ccc(O)cc3O)n[nH]c2C)cc1 | i
COC(=O)C1=C(C)OC(N)=C(C#N)C1c1cccc(OCc2ccc(F)cc2)c1 (centres undefined) | u
CCc1nc2cccnc2n1C1CCN(S(=O)(=O)c2ccc(OC)c(OC)c2)CC1 | u
C=COCCNC(=O)Nc1cccc(Cl)c1 | i
O=C(O)C[C@@H]1CCN(C(=O)Nc2ccccc2)C[C@@H]1CCN1CCN(c2ccc(F)cc2)CC1 | 69%*
CN1CCN(c2ccc3cc(Cl)ccc3n2)CC1=O | i
Cn1c(C(=O)Nc2ccccc2F)cc2c(=O)n3ccccc3nc21 | i
O=C(CN1C(=O)/C(=C\c2cccc(Cl)c2)Sc2ccccc21)NCCc1ccccc1 | i
COc1ccc(-c2nc(-c3cccc([N+](=O)[O-])c3)no2)cc1 | i
O=C1CCCC2=C1C(c1ccc(O)cc1)c1c(nc(SCc3ccccc3)[nH]c1=O)N2 (centres undefined) | i
CC(C)NC(=O)[C@@H](C)[C@@H]1CC[C@@]2(C)CC[C@H](NC(=O)COc3ccccc3)[C@@H](C)[C@@H]2[C@H]1O | i
CC(=O)OC(C)(C)C1Cc2c(ccc3ccc(=O)oc23)O1 (centres undefined) | i
Cc1ccc(CSC2=NCCN2C(=O)c2ccc(S(=O)(=O)N(C)C)cc2)cc1 | i
CCOC(=O)c1c(NC(=O)c2cc3ccccc3oc2=O)sc2c1CCN(CC)C2 | 33%*
c1ccc(CN2CCN(Cc3cccs3)CC2)cc1 | i
O=C(c1ccc2c(c1)C1C=CCC1C(c1ccc([N+](=O)[O-])cc1)N2)N1CCCC1 (centres undefined) | 40%*
COCCc1nc2ccc(C(=O)NCc3cn4nc(C)sc4n3)cc2o1 | u
CN1CC2(CCN(C(=O)c3ccc[nH]3)C2)OC1=O (centres undefined) | i
CCN(CC)C(=O)[C@@H](C)C1CC[C@@]2(C)CC[C@H](NC(=O)COc3ccccc3)[C@@H](C)[C@@H]2[C@H]1O (some centres undefined) | i
COc1ccc(C(=O)c2oc3ccccc3c2NC(=O)c2ccco2)cc1 | 31%*
CCC(CC)C(=O)NCc1nc2cccnc2n1CCOC | i
CCOC(=O)C1CCN(C(=O)c2cc3cc4ccc(OC)cc4nc3o2)CC1 | i
Cc1ccc(NC(=O)c2cnn3c(C(F)(F)F)cc(-c4ccco4)nc23)cc1 | i
COC(=O)c1cccc(-c2nccn2CCc2cccc(F)c2)n1 | i
C=CCn1c(C(C)C)nc2ccccc21 | i
CC1=C(C(N)=O)C(c2cccc(O)c2)n2nc(SCc3ccccc3F)nc2N1 (centres undefined) | i
O=C(Nc1cc(Br)ccc1O)c1cc(-c2ccco2)on1 | u
O=C(C1CC1)N1CCc2cc(Br)cc(S(=O)(=O)Nc3ccc(F)cc3)c21 | u
O=C(c1ccc(Cn2cccn2)o1)N1C[C@H]2CC=CC[C@H]2C1 | i
CCOc1ccc(C2CC(c3ccccc3Cl)Nc3ncnn32)cc1 (centres undefined) | i
CCOC(=O)c1c(NC(=O)CSc2c[nH]c3ccccc23)sc2c1CCCC2 | i
CCOC(=O)C1(Cc2cccc(OC)c2)CCN(Cc2ccc3c(c2)OCCO3)CC1 | i
O=[N+]([O-])c1ccc2[nH]c3ccccc3c2c1 | u
Cc1ccc(CSc2nc(-c3cccs3)nc3c2c(=O)n(C)c(=O)n3C)cc1 | i
Cc1cc(C)c(NS(=O)(=O)c2ccc3c4c(cccc24)C(=O)N3)c(C)c1 | i
O=C(CCCn1cnc([N+](=O)[O-])n1)Nc1ccc(Cl)cc1Cl | u
CC(C)(C)n1cnc2cc(NCc3ccc(Cl)cc3Cl)ccc21 | i

Arranged by count of non-hydrogen atoms (ascending): some entries from above
SMILES | ST2 inh
O=C(c1ccc(Cn2cccn2)o1)N1C[C@H]2CC=CC[C@H]2C1 | i
COc1ccc(C(=O)c2oc3ccccc3c2NC(=O)c2ccco2)cc1 | 31%*
CCOC(=O)C1CCN(C(=O)c2cc3cc4ccc(OC)cc4nc3o2)CC1 | i

Reprinted from the results shown (7 entries):
SMILES | ST2 inh
Cc1cccc2ncc(C(=O)N[C@H]3C[C@H]4CN(C)CCN4C3)c(=O)n12 | i
Cc1cccc2[nH]c(CCNC(=O)c3ccccc3-c3ncc[nH]3)nc12 | u
Cc1ccc(-c2noc([C@@H]3C[C@@H](O)CN3CC3CCCCC3)n2)cc1F | i
CC1=C[C@@H](CNC(=O)c2ccccn2)[C@H](C(C)C)C[C@H]1CC(=O)O | i
Cc1ccc(N(CC(O)Cn2c3ccccc3c3ccccc32)S(C)(=O)=O)c(C)c1 (centres undefined) | i
Fc1ccc(CSc2nnnn2-c2ccccc2F)cc1 | i
O=C(O)c1cccc2c1NC(c1cccc(Br)c1)C1C3CCC(C3)C21 (centres undefined) | i

(further entries)
SMILES | ST2 inh
O=C1NN(c2ccccc2)C(=O)/C1=C/c1ccccc1OCc1c(F)cccc1Cl | 41%*
O=C(O)CCN1C(=O)c2ccc(C(=O)c3ccc(C(=O)O)cc3)cc2C1=O | u
CC(C)c1ccc2oc(-c3ccc(N)cc3)nc2c1 | i
CCCCN(C)C(=O)c1sc2nc(C)nc(N3CCOCC3)c2c1C | i
Cc1cccc(N2CCN(C(=O)c3ccc4nc5ccsc5c(=O)n4c3)CC2)c1C | i
COc1ccccc1CN(C(=O)Cc1ccc(SC)cc1)C1CC1 | i
Cc1cc2c(cc1S(=O)(=O)N1CCCC1C(=O)NC1CCCCCC1)OCC(=O)N2 (centres undefined) | i
O=[N+]([O-])c1ccc(S(=O)(=O)N2CCN(Cc3ccccc3C(F)(F)F)CC2)cc1 | i

These rows are one share of the data; the hit share may differ from the screen's.
